RGS12 GoLoco inh = blocks human Gai1 binding to RGS12 GoLoco peptide, red readout; P63096; 230,000 tested, 0.44% active; Gai1:RGS12 GoLoco peptide FP, rhodamine, 10 min; Potency, µM (titrated, usually from 61.6 µM), for inactives: at the top dose activity, negative = inhibition, hits mostly inhibitors; active means well fitted inhibition curve with a large enough effect, not every such curve was filed as active; inactive means no such curve, though single readings can be large or run the other way; further: nearly all actives have a fitted effect of over 30% in size; many of its hits are not listed in these tables
TexasRed fluor = alters Texas Red total fluorescence, flagging assay interference. Potency, µM (series often up to 106 µM), inactives show at the highest dose fluorescence change, negative = quenching. AID 1479. TRb/SRC2 Texas Red total fluorescence interference. 280,000 tested, 0.29% active; active means well fitted curve in either direction with a large enough effect; inconclusive means small, poorly fitted or top-dose-only effect
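Flags fluorescent or light-absorbing compounds by total fluorescence, S + 2P, at 555 nm excitation and 632 nm emission. Mixture: 20 nM Texas Red SRC2 peptide, 0.6 uM human TRb LBD, 1 uM T3, 5% DMSO; compound exposure 5 h at ambient temperature.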
GAA inhib = blocks human lysosomal alpha-glucosidase; P10253; purified human GAA, 4-MU-alpha-glucoside fluorescence; Potency, µM (top dose mostly 76.9 µM), for the others: at the highest dose activity change, negative = inhibition, usual class: inhibitors; 200,000 tested, 0.005% active; AID 1466;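 further: plate controls were uninhibited enzyme wells for no effect and no-enzyme background for full effect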
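Endpoint fluorogenic read: 20 min room-temperature reaction of 4 nM human alpha-glucosidase with 400 uM 4-methylumbelliferyl-alpha-D-pyranoside, pH 5.0, quenched with 1M NaOH/1M glycine pH 10. AC50 from Hill modeling.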
RECQ1 helicase = RECQ1 (human) helicase inhibition; P46063; RECQ1 DNA unwinding, red fluorescence kinetic read; Potency, µM (titrated, usually from 57.3 µM), without a hit: at the top dose activity, negative = inhibition, actives largely listed as inhibitors; 240,000 tested, 0.54% active; AID 2549;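 further: plate controls were vehicle for no effect and no enzyme for full effect; nearly all actives have a fitted effect of over 30% in size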
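50 nM RECQ1T1 preincubated 15 min with compound in Tris pH 8.0 buffer with MgCl2, DTT, Tween-20 and 2.5 ug/ml poly(dI-dC); started with 200 nM TAMRA/BHQ-2 forked duplex and 2 mM ATP. Unwinding read as fluorescence (525/598 nm), two reads 2 h apart.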
GAA glycogen mod = GAA glycogen-cleavage inhibition or activation | recombinant GAA, glycogen substrate, Amplex Red glucose oxidase fluorescence | 300,000 tested, 0.38% active | Potency, µM (top dose mostly 76.4 µM), without a hit: at the top dose activity change, negative = inhibition, usual class: inhibitors | P10253;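 further: 0% = full enzyme reaction and -100% = no-enzyme basal signal; the screen sought inhibitors and activators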
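Recombinant human alpha-glucosidase (4 nM final) hydrolysed bovine liver glycogen (30 ug) for 40 min at 37 C in pH 5.0 citrate/phosphate with 0.01% Tween-20. Released glucose detected by glucose oxidase/Amplex Red, Ex 573/Em 610 nm. Compounds up to 77 uM; AC50 from Hill fits.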
L3MBTL1 block = inhibitors of human L3MBTL1 | Q9Y468 | AlphaScreen L3MBTL1–H3K9me1 peptide binding | Potency, µM (top dose mostly 57.1 µM), for inactives: at the top dose activity, negative = inhibition, actives largely listed as inhibitors | 230,000 tested, 0.66% active | AID 485360; further: nearly all actives have a fitted effect of over 60% in size
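Displacement of a biotinylated histone H3(1-15) peptide monomethylated at Lys9 (75 nM) from L3MBTL1 (50 nM) was measured by AlphaScreen after a 30 min room-temperature compound incubation; cefsulodin titration served as intraplate control.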
TRb-SRC2 inh = disrupts binding of human TR beta to SRC2 | Potency, µM (top dose mostly 106 µM), inactives show at the highest dose activity change, negative = inhibition, actives largely listed as inhibitors | AID 1469 | TRbeta-SRC2 peptide binding, fluorescence polarization; receptor liganded with 1 µM T3 | 280,000 tested, 0.065% active;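 further: plate controls were bound peptide for no effect and peptide without receptor for full effect; nearly all actives have a fitted effect of over 50% in size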
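TRb LBD 0.6 uM + Texas Red SRC2 peptide 20 nM, 1 uM T3, Tris buffer w/ 5% DMSO; compound pinned, 5 h RT; FP read ex 555/em 632; normalized to unbound and bound controls.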
aGlu spleen mod = inhibitors or activators of human alpha-glucosidase in spleen homogenate; P10253; human spleen homogenate, 4-MU-alpha-glucoside fluorescence; Potency, µM (titrated, usually from 79.9 µM), for the others: at the highest dose activity change, negative = inhibition, hits mostly inhibitors; 240,000 tested, 0.006% active; AID 2112;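 further: 0% = enzyme with vehicle and -100% = no enzyme basal signal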
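Human spleen homogenate (1 ug) incubated with compounds and 1 mM 4-methylumbelliferyl-alpha-D-glucopyranoside in pH 5.0 citrate/phosphate buffer, 37 C, 40 min. Stopped at pH 10; 4-MU fluorescence (Ex 365/Em 440 nm); AC50 by Hill fit.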
Active calls of the source: *; i = inactive; ? = inconclusive; . = no result given; & = joins results of further samples; [ ] = dose if it differs, or a comment. Unless noted, the call rests on the fitted dose curve; in most records, active means well fitted curve in the direction sought with a large enough effect; inconclusive means small, poorly fitted or top-dose-only effect, or another doubt; inactive means no such curve, though single readings can be large; an effect the other way counts as inactive or inconclusive. Unless noted, on the % scale 0 is the no-effect control and ±100 the full control effect; potency means the concentration at half of the fitted maximal effect. Not all compounds are listed. The share of hits here may be higher or lower than overall.

1) O=C(O)c1cccc(Nc2c([N+](=O)[O-])c(=O)oc3ccccc23)c1
2) Cc1ccc(C2CC(=O)NC(SCC(=O)Nc3nccs3)=C2C#N)cc1 (stereo not drawn)
3) COc1ccc(-c2cc(C#N)nc(N3CCN(C)CC3)n2)cc1
4) CC(C)CCNC(=O)CN(CCN1CCOCC1)C(=O)Cn1nnc(-c2ccc(F)cc2)n1
5) COc1ccc(Nc2nc(N)nc(CSCCO)n2)cc1
6) CCC(=O)NC(=S)Nc1ccc(S(=O)(=O)N2CCN(C)CC2)cc1
7) COc1ccccc1N1CCN(C(=O)CSc2nnc(NC(=O)C3CCC3)s2)CC1
8) CC1(C(=O)O)C=CCN1C(=O)c1ccccc1 (stereo not drawn)
screen / no.,1,2,3,4,5,6,7,8
RGS12 GoLoco inh,-4%,1%,-1%,5%,4%,11%,4%,0%&2%
TexasRed fluor,-5%,-2%,0%,-9%,0%,5%,-2%,0%&1%
GAA inhib,-1%[15.4 µM],2%,-3%,-16%,5%,3%,?,-1%
RECQ1 helicase,13%,-19%,23%,-11%,-2%,-8%,-7%,1%&-10%
GAA glycogen mod,6%,0%,4%,-6%,-4%,-8%,1%,2%
L3MBTL1 block,6%,8%,-6%,-3%,.,6%,-2%,2%
TRb-SRC2 inh,-2%,1%,4%,0%,5%,-1%,11%,0%&8%
aGlu spleen mod,1%,-3%,1%,1%,-6%,1%,-13%,-6%&5%

9) CCOCCCNC(=O)Cn1nc(-c2ccccc2)ccc1=O
10) CCOc1ccc(CCNC(=O)C2=C(C)C(=O)OC23CCC(C)CC3)cc1OCC (stereo not drawn)
11) CC(C(=O)O)n1cc(Cl)cn1 (stereo not drawn)
12) CC(=O)N1[C@H](Cc2ccccc2)C=C[C@]1(C)C(=O)NCCc1c[nH]c2ccccc12
13) O=S(=O)(c1ccc(N2CCCC2)nc1)N1CCCC1
14) O=C(OCC(=O)N1N=C(c2ccc(Cl)cc2)CC1c1ccco1)c1ccccc1O (stereo not drawn)
15) CCNC(=O)NC(=O)C(C)OC(=O)c1oc2ccc(OC)cc2c1C (stereo not drawn)
16) COc1ccc(C(=O)CSc2nnc(C3CC3)n2N)cc1
screen / no.,9,10,11,12,13,14,15,16
RGS12 GoLoco inh,3%,-4%,7%,0%,6%,6%,-2%,9%
TexasRed fluor,-1%,0%&-2%,-1%,-3%,5%,-1%,2%,-3%
GAA inhib,-4%,6%,-6%,3%,9%,-10%,-14%,0%
RECQ1 helicase,-1%,-4%,5%,2%,i,i,-5%,i
GAA glycogen mod,3%,-2%,4%,0%,-5%,-5%,0%,16%
L3MBTL1 block,-11%,.,.,-6%,6%,.,.,.
TRb-SRC2 inh,3%,-7%&-5%,-5%,1%,1%,-14%,-3%,-8%
aGlu spleen mod,2%,4%,-2%,7%,4%,2%,-2%,8%

17) O=C(NCc1ccco1)c1cc(-c2ccccc2)on1
18) CCOC(=O)C1CCCN(CC(=O)Nc2c(C(=O)OC)[nH]c3ccc(Cl)cc23)C1 (stereo not drawn)
19) CNCC[C@@H](Oc1ccc(C(F)(F)F)cc1)c1ccccc1
20) CCOc1ccc(CNC(=O)c2ccco2)cc1
21) Cc1ccc(C2C(=O)N(C3CCC(C)CC3)CC(=O)N2C2CCCC2)cc1 (stereo not drawn)
22) N#C/C(=N\Nc1ccc(Cl)c(Cl)c1)C(=O)C1CC1
23) O=C(CNC(=O)c1ccc(-c2ccccc2)cc1)OCc1c(F)cccc1Cl
24) CC(=O)Nc1ccc(-c2csc(NC=C3C(=O)OC(C)(C)OC3=O)n2)cc1
screen / no.,17,18,19,20,21,22,23,24
RGS12 GoLoco inh,-5%,-3%,9%,2%,5%,2%,6%,5%
TexasRed fluor,1%,0%,-15%,-2%,0%&0%,-7%,-2%,-5%
GAA inhib,-11%,-8%,.,6%,-3%,.,-1%,15%
RECQ1 helicase,-1%,-4%,i,-18%,-5%,i,6%,i
GAA glycogen mod,4%,-6%,.,0%,7%,-3%,0%,21%
L3MBTL1 block,.,.,-1%,.,.,.,-16%,-3%
TRb-SRC2 inh,-14%,-9%,5%,-1%,2%&-4%,1%,-10%,1%
aGlu spleen mod,-6%,-2%,-3%,0%,-5%,-1%,-2%,-4%

25) CCCOc1ccc(NC(=O)C(=O)NCCCn2ccnc2)cc1
26) CC(=O)NC(=S)Nc1ccccc1N1CCCCC1
27) O=C(CC(NC(=O)c1ccccc1Cl)c1ccccc1)Nc1ccc2c(c1)OCO2 (stereo not drawn)
28) COc1cc2nc(CN3CCN(C(c4ccccc4)c4ccccc4)CC3)[nH]c(=O)c2cc1OC
29) Cc1ccc(-c2n[nH]c(=S)n2C)cc1
30) Cc1ccc(O)c(-c2cc(-c3cccc(Br)c3)n[nH]2)c1
31) Cc1ccc(-c2ccc(/C=N\NC(=O)C3C(=O)NCC3c3ccccc3)o2)cc1Cl (stereo not drawn)
32) Cc1cc(C(=O)OCn2nnc3ccccc3c2=O)c(C)n1-c1ccccc1
screen / no.,25,26,27,28,29,30,31,32
RGS12 GoLoco inh,1%,19%,7%,-5%,6%,9%,2%,-15%
TexasRed fluor,0%,-1%,-1%,-3%,-1%,-6%,-4%,2%
GAA inhib,-2%,?,-5%,.,-3%,15%,-8%,?
RECQ1 helicase,4%,i,-7%,3%,-3%,i,i,-8%
GAA glycogen mod,12%,-27%,2%,4%,-6%,-7%,-7%,-7%
L3MBTL1 block,4%,-3%,-2%,.,3%,0%,.,29%
TRb-SRC2 inh,-10%,3%,2%,-3%,4%,-2%,-13%,-13%
aGlu spleen mod,-1%,-4%,2%,0%,7%,-2%,-12%,3%

Among those listed so far, five have an NH in an aromatic ring.
12) CC(=O)N1[C@H](Cc2ccccc2)C=C[C@]1(C)C(=O)NCCc1c[nH]c2ccccc12
18) CCOC(=O)C1CCCN(CC(=O)Nc2c(C(=O)OC)[nH]c3ccc(Cl)cc23)C1 (stereo not drawn)
28) COc1cc2nc(CN3CCN(C(c4ccccc4)c4ccccc4)CC3)[nH]c(=O)c2cc1OC
29) Cc1ccc(-c2n[nH]c(=S)n2C)cc1
30) Cc1ccc(O)c(-c2cc(-c3cccc(Br)c3)n[nH]2)c1
screen / no.,12,18,28,29,30
RGS12 GoLoco inh,0%,-3%,-5%,6%,9%
TexasRed fluor,-3%,0%,-3%,-1%,-6%
GAA inhib,3%,-8%,.,-3%,15%
RECQ1 helicase,2%,-4%,3%,-3%,i
GAA glycogen mod,0%,-6%,4%,-6%,-7%
L3MBTL1 block,-6%,.,.,3%,0%
TRb-SRC2 inh,1%,-9%,-3%,4%,-2%
aGlu spleen mod,7%,-2%,0%,7%,-2%

Next section
33) O=C(Nc1ccc(Br)cc1Cl)Nn1cnnc1
34) O=C(CCNC(=O)c1ccc([N+](=O)[O-])cc1)Nc1nccs1
35) Cc1ccc(-c2nnn(CC(=O)N(c3ccccc3F)C(C(=O)NCC3CCCO3)c3c[nH]c4ccccc34)n2)cc1 (stereo not drawn)
36) C/C(=N\NC(=O)c1ccc(Cl)c(Cl)c1)c1cccc(NC(=O)C(C)C)c1
37) O=C(O)c1cc(Cl)c(Cl)cc1C(=O)Nc1cccc2ncccc12
38) Clc1cccc(Cl)c1CSc1nnc(-c2ccncc2)s1
39) COc1ccc(CNC(=O)c2cc(-c3ccncc3)nc3c(C)cc(C)cc23)cc1OC
40) COc1ccc2cc(/C(C)=N/NC(=O)C3CC3)ccc2c1
screen / no.,33,34,35,36,37,38,39,40
RGS12 GoLoco inh,-1%,12%,-6%,-5%,9%,0%,15%,18%
TexasRed fluor,-1%,0%,-4%,-3%,4%,-3%,0%,-1%
GAA inhib,5%,10%,?,?,0%,-4%,-1%,2%
RECQ1 helicase,-4%,26%,-3%,1%,-8%,-5%,i,-3%
GAA glycogen mod,4%,-1%,-2%,-22%,13%,3%,14%,-8%
L3MBTL1 block,?,7%,-8%,-4%,4%,6%,-8%,3%
TRb-SRC2 inh,-23%,2%,2%,0%,7%,4%,-1%,5%
aGlu spleen mod,-5%,-4%,-3%,3%,-3%,2%,3%,5%

41) COc1ccc(Cn2c(O)c(/C=N/NC(=O)c3cccnc3)c3ccccc3c2=O)cc1
42) Cc1onc(-c2ccccc2Cl)c1C(=O)Nc1nnc(-c2ccc(Br)cc2)s1
43) CCOCCCn1c(=NC(=O)c2cccnc2)c(C(=O)OCC)cc2c(=O)n3ccccc3nc21
44) CC(=O)NCCc1c[nH]c2ccc(O)cc12
screen / no.,41,42,43,44
RGS12 GoLoco inh,24%,9%,19%,10%&1%&3%
TexasRed fluor,-19%,-2%,-1%,-1%&-3%&-6%
GAA inhib,-13%,?,?,.
RECQ1 helicase,-1%,-13%,2%,-11%
GAA glycogen mod,?,-10%,0%,.
L3MBTL1 block,-31%,0%,0%,.
TRb-SRC2 inh,-2%,0%,0%,1%&7%&5%
aGlu spleen mod,.,-7%,20%,6%&3%&-1%

Screening data from PubChem BioAssay.
